RGS4 inh – Inhibitors of Regulator of G Protein Signaling (RGS) 4: qHTS; Transcreener GDP fluorescence polarization, RGS4-accelerated GTP hydrolysis; 390,000 tested, 0.039% active; Potency, µM (doses to about 114 µM), inactives show at the highest dose activity change, negative = inhibition, actives largely listed as inhibitors; Regulator of G-protein signaling 4 (Homo sapiens), P49798; further: on the % scale 0 is the no-effect control and ±100 the full control effect; nearly all actives have a fitted effect of over 75% in size; some results filed as inactive show a strong effect at the top dose
Target sequence (P49798 whole entry, looked up): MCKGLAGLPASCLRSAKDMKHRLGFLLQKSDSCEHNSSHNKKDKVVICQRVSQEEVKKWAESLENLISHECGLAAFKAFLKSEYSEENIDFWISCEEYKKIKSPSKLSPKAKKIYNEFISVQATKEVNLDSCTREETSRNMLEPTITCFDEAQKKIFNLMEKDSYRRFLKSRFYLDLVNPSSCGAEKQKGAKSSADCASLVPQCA
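MLSMR compounds (23 nl, pin-transferred) preincubated 10 min at room temperature with a 500nM (2x) first reagent, then RGS4 at 900nM (2x) plus Transcreener GDP mix added; fluorescence polarization (620/688 nm) read before and after 90 min at 30 °C.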
Vif-APOBEC3F blk – qHTS for Inhibitors of Vif-A3F Interactions: qHTS; HeLa A3F-eYFP + Vif (tagged APOBEC3F with the HIV-1 protein that degrades it), YFP fluorescence increase; 390,000 tested, 0.2% active; Potency, µM (highest dose often 46.1 µM), inactives show at the highest dose activity, negative = active; further: % of control where 0% means no effect; nearly all actives have a fitted effect of over 65% in size
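Fluorescence increase (Ex 488/Em 500-530) after overnight compound treatment at 37 deg C flags inhibition of Vif-driven A3F-eYFP loss in stable HeLa A3F-eYFP/Vif cells seeded overnight beforehand.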
IDH1 R132H inh – qHTS for Inhibitors of mutant isocitrate dehydrogenase 1 (IDH1): qHTS; Isocitrate dehydrogenase [NADP] cytoplasmic (Homo sapiens), O75874; IDH1-R132H enzyme, NADPH consumption, diaphorase/resazurin fluorescence; Potency, µM (doses to about 76.6 µM), for the others: top-dose activity change, negative = inhibition, usual class: inhibitors; 390,000 tested, 0.093% active; AID 602179, 2012; further: on the % scale 0 is the no-effect control and ±100 the full control effect; nearly all actives have a fitted effect of over 65% in size
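IDH1-R132H (0.5 ug/mL dispensed) in pH 7.5 Tris buffer was preincubated 30 min with compound, then given a substrate mix of 0.016 mM NADPH and 2 mM alpha-KG for 80 min at room temperature; remaining NADPH was read by diaphorase/resazurin fluorescence.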
TrxR1 substrate – qHTS Assay for Substrates of Mammalian Selenoprotein Thioredoxin Reductase 1 (TrxR1): qHTS | 390,000 tested, 0.01% active | Thioredoxin reductase 1, cytoplasmic (Rattus norvegicus), O89049 | purified TrxR1 substrate turnover, NADPH consumption readout | Potency, µM (highest dose often 114 µM), for the others: at the top dose activity change, negative = substrate turnover; further: on the % scale 0 is the no-effect control and ±100 the full control effect; nearly all actives have a fitted effect of over 50% in size
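Rat TrxR1, dispensed at 90 nM, was prereduced with 400 uM NADPH (final) for 5 min at ~22 deg C, then incubated with compound 15 min before 400 uM selenite. A first-read NADPH fluorescence drop versus no-compound background flagged substrates.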
TrxR1 inh – qHTS Assay for Inhibitors of Mammalian Selenoprotein Thioredoxin Reductase 1 (TrxR1): qHTS; recombinant rTrxR1, NADPH fluorescence consumption, selenite substrate; Potency, µM (titrated, usually from 114 µM), for the others: at the top dose activity change, negative = inhibition, usual class: inhibitors; 390,000 tested, 1% active; AID 588453, 2011; further: on the % scale 0 is the no-effect control and ±100 the full control effect; nearly all actives have a fitted effect of over 65% in size
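Rat TrxR1 (90 nM in the dispensed reagent) was pre-reduced with 400 uM NADPH for 5 min at room temperature, then incubated with compound for 15 min. After 400 uM selenite was added, NADPH fluorescence (Ex 340/Em 450 nm) was followed for 8 min.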
USP1-UAF1 inh – Inhibitors of USP1/UAF1: Primary Screen; recombinant USP1/UAF1, Ub-Rhodamine cleavage fluorescence; Potency, µM (series often up to 57.1 µM), for inactives: top-dose activity change, negative = inhibition, actives largely listed as inhibitors; 390,000 tested, 0.23% active; AID 743255, 2014; further: on the % scale 0 is the no-effect control and ±100 the full control effect; nearly all actives have a fitted effect of over 60% in size; inactives centre near -12
Target sequence (O94782 whole entry, looked up): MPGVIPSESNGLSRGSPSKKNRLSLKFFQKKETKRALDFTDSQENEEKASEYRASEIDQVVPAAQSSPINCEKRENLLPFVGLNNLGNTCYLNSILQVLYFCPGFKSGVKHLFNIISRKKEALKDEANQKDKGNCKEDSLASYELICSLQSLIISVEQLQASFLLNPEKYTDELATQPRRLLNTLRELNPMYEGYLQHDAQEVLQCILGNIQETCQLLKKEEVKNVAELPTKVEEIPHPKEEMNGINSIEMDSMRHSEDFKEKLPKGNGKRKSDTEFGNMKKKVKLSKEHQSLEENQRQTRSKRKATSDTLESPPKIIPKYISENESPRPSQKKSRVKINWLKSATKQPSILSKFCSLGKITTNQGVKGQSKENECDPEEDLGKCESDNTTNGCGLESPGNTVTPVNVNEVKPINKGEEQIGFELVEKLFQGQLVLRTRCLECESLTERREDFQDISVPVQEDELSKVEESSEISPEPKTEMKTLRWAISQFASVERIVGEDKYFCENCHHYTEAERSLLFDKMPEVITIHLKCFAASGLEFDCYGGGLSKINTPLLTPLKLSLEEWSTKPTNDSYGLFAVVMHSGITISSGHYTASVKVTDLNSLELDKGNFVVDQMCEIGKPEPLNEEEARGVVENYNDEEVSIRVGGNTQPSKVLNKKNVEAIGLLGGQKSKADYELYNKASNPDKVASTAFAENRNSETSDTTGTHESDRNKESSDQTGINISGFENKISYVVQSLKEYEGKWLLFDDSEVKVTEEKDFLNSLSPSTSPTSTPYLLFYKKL
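USP1/UAF1 complex at 1 nM was preincubated with compound for 15 min at room temperature, then Ub-Rho substrate (150nM final) was added. Fluorescence (480/540 nm) was read kinetically, 6 reads every 60 seconds.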
Vif-APOBEC3G blk – qHTS for Inhibitors of Vif-A3G Interactions: qHTS | DNA dC->dU-editing enzyme APOBEC-3G (Homo sapiens), Q9HC16 | HeLa A3G-eYFP + Vif (tagged APOBEC3G with the HIV-1 protein that degrades it), YFP fluorescence, overnight | Potency, µM (highest dose often 46.1 µM), for the others: top-dose activity, negative = active, usual class: inhibitors | 410,000 tested, 0.076% active | AID 602310, 2012;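 further: on the % scale 0 is the no-effect control and ±100 the full control effect; nearly all actives have a fitted effect of over 60% in size; hits raise eYFP signal because A3G escapes Vif-driven loss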
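HeLa cells stably expressing Vif and C-terminally eYFP-tagged A3G, seeded overnight at 37 deg C, then exposed to compound by pintool overnight at 37 deg C. Rise in yellow fluorescence (Ex 488/Em 500-530, Acumen) marks blocked Vif-driven A3G degradation.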
RXFP1 agonist – qHTS Assay for Agonists of the Relaxin Receptor RXFP1; Potency, µM (series often up to 57.5 µM), without a hit: at the highest dose activation, actives largely listed as activators; HEK293T-RXFP1 cAMP TR-FRET, 30 min; response scale: percent of porcine relaxin response, buffer zero; 370,000 tested, 0.3% active; Relaxin receptor 1 (Homo sapiens), Q9HBX9; AID 2676, 2010; further: on the % scale 0 is the no-effect control and ±100 the full control effect; nearly all actives have a fitted effect of over 60% in size; many of its hits are not listed in these tables
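cAMP rise read by TR-FRET after 30 min, 37C compound exposure (up to 58 uM) in RXFP1-transfected HEK293 cells with Ro 20174 present. EC50 from Hill-equation fits, with 29 nM porcine relaxin as 100% and buffer as basal.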
ALOX12 inh – Primary qHTS assay for inhibitors of human arachidonate 12S-lipoxygenase (ALOX12): Round 2 | purified 12hLO, xylenol orange hydroperoxide absorbance | Potency, µM (top dose mostly 108 µM), for the others: at the top dose activity change, negative = inhibition, actives largely listed as inhibitors | 580,000 tested, 1.1% active | AID 1671190, 2021; further: on the % scale 0 is the no-effect control and ±100 the full control effect
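Hydroperoxide product was detected by ferrous iron/xylenol orange as the 573 to 405 nm absorbance ratio. Arachidonic acid at 40 uM (final) was turned over for 30 min at room temperature by 150 nM human 12hLO, pH 7.0 Hepes buffer, after 15 min compound preincubation.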
Numbers without * were called inactive; ? = inconclusive; / = not tested or not shown; [ ] = dose if it differs, or a comment. The call rests on the fitted dose curve; in most records, active means well fitted curve in the direction sought with a large enough effect; inconclusive means small, poorly fitted or top-dose-only effect, or another doubt; inactive means no such curve, though single readings can be large; an effect the other way counts as inactive or inconclusive. Potency means the concentration at half of the fitted maximal effect. A portion of the library; rates above refer to the full screens.

SMILES | RGS4 inh | Vif-APOBEC3F blk | IDH1 R132H inh | TrxR1 substrate | TrxR1 inh | USP1-UAF1 inh | Vif-APOBEC3G blk | RXFP1 agonist | ALOX12 inh
S=C(NCc1ccccc1)NNc1ccccc1 | -29.5% | -7.8% | 3.7% | 11.5%[57.1 µM] | 10.7%[57.1 µM] | -18.0% | -1.5% | 2.3% | 0.0%
O=C(Nc1cc(S(=O)(=O)N2CCCC2)ccc1OCC(F)(F)F)c1ccccc1F | -19.8% | 2.2% | 1.3% | -2.2% | ? | -18.0% | -0.6% | 2.9% | -7.8%
CCN(c1cccc(C)c1)c1ncnc2c1cnn2-c1cccc(Cl)c1 | 23.2% | 0.5% | -11.7% | 0.3%[57.1 µM] | 12.4%[57.1 µM] | -34.4% | -0.9% | -0.3% | -29.9%
CC(/C=N/NC(=O)c1ccccn1)=C\c1ccco1 | 5.1% | -17.7% | 8.1% | -13.6% | -32.2% | -7.8% | 1.0% | 0.6% | 113.5%[activator]
COc1ccccc1N(CC(=O)NC(C)(C)C)C(=O)c1ccc(Cl)nc1 | 20.5% | -25.7% | 25.4% | 1.4% | 18.0% | 0.6% | 3.8% | -0.3% | 0.7%
COc1ccc(C(=O)Nc2cnn(Cc3c(F)cccc3Cl)c2)cc1OC | -5.9% | -6.5% | -1.3% | 9.1% | 11.5% | -20.2% | -6.9% | -2.7% | -1.7%
CCCCCCCCNc1ccccc1S(=O)(=O)NCc1ccccc1 | 32.7% | ? | 13.1% | -1.5% | 38.2%[activator] | ? | 2.5% | / | 24.6%
CN(C(=O)CSc1nnc(COc2ccccc2F)n1N)C1CCCCC1 | 2.8% | -3.4% | 6.2% | 6.4% | 12.8% | -14.9% | 1.6% | 2.3% | -28.1%
CC1CCCCC1N1CCN(C(=O)c2cccc(F)c2)CC1 (stereo not given) | ? | -3.5% | -6.0% | 8.3%[57.1 µM] | 14.4%[57.1 µM] | -17.0% | -5.7% | -1.4% | ?
COCc1cc(C(C)=O)ccc1OC | -19.3% | 0.0% | 0.5% | -5.1% | -10.9% | -27.0% | 4.2% | 1.5% | 51.2%[activator]

The last 2 compounds of the section before come first, to join the parts.
SMILES | RGS4 inh | Vif-APOBEC3F blk | IDH1 R132H inh | TrxR1 substrate | TrxR1 inh | USP1-UAF1 inh | Vif-APOBEC3G blk | RXFP1 agonist | ALOX12 inh
CC1CCCCC1N1CCN(C(=O)c2cccc(F)c2)CC1 (stereo not given) | ? | -3.5% | -6.0% | 8.3%[57.1 µM] | 14.4%[57.1 µM] | -17.0% | -5.7% | -1.4% | ?
COCc1cc(C(C)=O)ccc1OC | -19.3% | 0.0% | 0.5% | -5.1% | -10.9% | -27.0% | 4.2% | 1.5% | 51.2%[activator]
CC1C2Cn3c(nc4ccccc43)C1N(C(C)C)O2 (stereo not given) | -8.2% | -1.2% | -9.2% | 4.9% | 19.8%[57.1 µM] | -2.6% | -0.3% | 0.0% | -11.8%
COc1ccc(C(=O)Nc2ccc(S(=O)(=O)Nc3onc(C)c3C)cc2)cc1OC | -29.4% | -3.4% | -2.7% | 19.0%[57.1 µM] | 31.7%[57.1 µM] | -6.6% | 1.6% | 4.2% | ?
COCCN(C(=O)COC(=O)COc1ccc2ccccc2c1)c1c(N)n(Cc2ccccc2)c(=O)[nH]c1=O | -8.6% | -30.0% | 1.9% | -5.6% | 7.0% | -22.1% | -0.7% | / | 45.2%[activator]
Fc1ccc(NC(=S)Nc2nccs2)cc1 | ? | ? | 3.0% | 0.5% | 7.94µM* | -14.9% | -1.5% | -1.2% | -178.6%
CCN1C(=O)[C@H]2[C@@H](c3ccc(-c4ccccc4)cc3)N[C@@](Cc3ccccc3)(C(=O)OC)[C@H]2C1=O | -1.6% | -8.5% | 14.0% | -5.0%[57.1 µM] | 25.7%[57.1 µM] | -27.5% | 2.5% | 0.9% | -15.7%
CC(=O)Nc1ccc(S(=O)(=O)N2CCC(NC(=O)C(Cc3ccc(C)cc3)NC(C)=O)CC2)cc1 (stereo not given) | 19.2% | 7.4% | -10.7% | -2.7% | 0.5% | 7.8% | -9.0% | 3.1% | 13.1%
O=C(/C=C/c1ccc(OCc2c(F)cccc2Cl)cc1)N1CCOCC1 | -0.9% | 2.6% | 2.6% | -7.0% | 7.4% | -5.2% | -10.3% | 0.0% | -8.6%
O=C(CN(C(=O)Cn1nnc(-c2cccs2)n1)c1ccc2c(c1)OCCO2)NC1CCCCC1 | -12.8% | -17.6% | -2.8% | 10.8% | 21.9% | -18.6% | 0.6% | 1.1% | 2.6%
CS(=O)(=O)N1CCc2cc(NC(=O)c3ccc(Cl)cc3Cl)ccc21 | -10.7% | 2.8% | 0.4% | 6.1%[57.1 µM] | 6.8%[57.1 µM] | -24.5% | -5.1% | 2.7% | -14.0%
O=C1[C@H](Cc2ccccc2)NCC=CC[C@@H](c2ccco2)N1Cc1ccccc1 | -0.6% | 0.8% | -6.5% | -15.1% | -17.0% | -24.8% | 2.2% | / | 21.3%
Cc1ccc2nc(NCCCO)nc(-c3ccccc3)c2c1 | -7.0% | / | 1.8% | 34.5% | ? | -18.6% | -5.0% | 1.7% | ?
Cc1c(NS(=O)(=O)c2ccccc2F)c(=O)n(-c2ccccc2)n1C | 58.2%[activator] | 3.1% | -13.3% | 0.8% | 13.4% | -5.5% | -0.7% | -0.8% | 1.6%
COc1ccc(Br)cc1S(=O)(=O)NCCN1CCOCC1 | -5.1% | ? | -1.9% | 2.4% | 0.0% | -8.3% | -0.9% | -0.5% | -2.1%
C/C(=N\NC(=S)NCc1ccccc1)c1cccc(Br)c1 | -42.9% | ? | -4.7% | 9.0%[57.1 µM] | 17.6%[57.1 µM] | -22.0% | -2.0% | -1.5% | 31.6µM*
CC(C)[C@H]1COCCS(=O)(=O)N1Cc1ccccc1-c1cccc(Cl)c1 | 21.8% | 3.4% | 4.2% | -8.9% | 6.5% | -9.6% | 2.5% | / | -15.9%
O=C(C1=C[C@H](c2ccc(C(F)(F)F)cc2)C[C@H](OCc2ccc(CO)cc2)O1)N1CCN(Cc2ccccc2)CC1 | -19.0% | ? | 11.8% | 2.6% | 6.2% | -29.7% | -4.2% | -1.8% | ?
COc1cc(NC(=O)CCC(=O)Nc2ccc3nc(N4CCOCC4)cc(C)c3c2)cc(OC)c1OC | 4.5% | -2.9% | 7.4% | 134.7% | 4.0%[57.1 µM] | -4.8% | -3.1% | 7.8% | -1.2%
CC(C)CCC(O)(CCC(C)C)C(=O)NNc1ccccc1 | -5.7% | -11.3% | -4.6% | -2.7% | -5.0% | -14.5% | -2.9% | 0.8% | -11.3%
COc1ccc(NC(C)C(=O)N/N=C/c2c(O)ccc3ccccc23)cc1 (stereo not given) | -26.8% | 0.1% | 1.9% | 5.0%[57.1 µM] | 8.3%[57.1 µM] | -22.7% | -4.0% | 0.3% | 0.2%
O=C(NCc1ccc(Cl)cc1)C1CCCN(c2ncnc3c2nc2n3CCCCC2)C1 (stereo not given) | -21.0% | -2.0% | 0.9% | -4.1% | 1.0% | -19.9% | -4.1% | 1.3% | -19.5%
O=C(Nc1nnc(S(=O)(=O)N2CCOCC2)s1)c1ccccc1Br | -18.6% | 1.3% | 13.6% | 6.3%[57.1 µM] | 15.3%[57.1 µM] | -16.0% | -4.1% | ? | 51.4%[activator]
Cc1ccccc1Nc1nc(N)nc(CN2CCN(Cc3ccc4c(c3)OCO4)CC2)n1 | -3.5% | -5.1% | 4.5% | -8.1% | 11.9%[57.1 µM] | -1.2% | 4.1% | 0.6% | -0.8%
N#Cc1ccccc1NC(=O)COC(=O)CCc1ccc(S(=O)(=O)N2CCCCC2)cc1 | 0.3% | 2.7% | 4.2% | -12.7% | -14.7% | -12.2% | 0.1% | -0.8% | -2.5%
COc1ccc(Cl)c2sc(N3CCN(C(=O)c4ccco4)CC3)nc12 | -16.5% | -7.6% | 0.4% | -1.0% | -9.3% | -13.1% | -5.8% | 0.9% | ?
CCCN(CCC)CCCNC(=O)c1nn(-c2cccc(OC)c2)c(=O)c2ccccc12 | 1.0% | -3.6% | -5.8% | 5.3% | 20.2% | -12.2% | -0.4% | 11.7% | -6.3%
Cc1ccsc1/C=N/n1c(-c2cc(-c3ccccc3)n[nH]2)n[nH]c1=S | -29.6% | -25.9% | ? | 7.0%[57.1 µM] | -4.3%[11.4 µM] | -10.4% | -5.7% | 0.1% | ?
Cc1cccnc1NS(=O)(=O)c1cccc([N+](=O)[O-])c1 | -2.0% | 3.6% | 4.8% | -5.3% | -9.1% | -12.9% | -5.0% | 1.7% | -16.0%
COc1ccccc1N1CCN(C(=O)c2oc3ccccc3c2C)CC1 | 21.1% | 4.5% | -2.9% | 3.5%[57.1 µM] | 10.5%[57.1 µM] | 0.0% | -20.1% | 4.7% | -3.4%
